# Bioassay records: PubChem, several laboratories
# AI-2 QS mod: modulates the Vibrio harveyi AI-2 quorum sensing system; 300,000 tested, 0.4% active; Vibrio harveyi JMH597 AI-2 luminescence/OD600 ratio, 9 h; hits give low values; strain lacks LuxN and CqsS sensors; 0 = neutral-control median; activity change, % at 7.5 µM; in the data active = activity change below about -75%, passing the limit was not always enough; inconclusive = no clear call, values can overlap the other calls;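 note: luminescence divided by OD600 gain over 9 h not by final OD600 alone; inactives centre near 13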
# IEC-6 cytotox: IEC-6 cytotoxicity, counter-screen for KLF5 inhibitors; luminescence viability; AID 1825; 290,000 tested, 0.78% active; inhibition, % at 5 µM; in the data active = inhibition above about 22%;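 note: 0% = plate median of test compound wells and 100% = cytotoxic reference compound wells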
# KLF5 inh: suppresses KLF5 promoter-driven expression; DLD-1 KLF5 promoter-luciferase reporter, luminescence; inhibition, % at 5 µM; 290,000 tested, 0.23% active; AID 1700;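 active = inhibition above a per-plate limit of that plate's mean compound inhibition plus 3 SD, cut at about 60% in these data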;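 note: 0% = DMSO wells and 100% = LY294002 at 200 µM; higher means less KLF5 promoter-driven luciferase light; inactives centre near -14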
# HSF1 inh: HSF1 inhibition | 300,000 tested, 0.77% active | NIH3T3-HGL HSE-luciferase, MG132-induced, luminescence 8 h; hits give low values | AID 2098 | activity change, negative = inhibition, % at 7.5 µM (by protocol);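 active = more than half of replicate wells show activity change below -50%, luminescence cut by over half; inconclusive = some wells, but at most half, below -50%; inactive = no replicate well below -50%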;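 note: luciferase reports HSF-1 transcriptional activity via heat shock element; 0% = median of DMSO wells and -100% = zero luminescence signal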
# HSP90 inh: HSP90 refolding inhibition in rabbit reticulocyte lysate. inhibition, % at 5.6 µM. AID 1789. luciferase refolding luminescence, 3 h. 290,000 tested, 0.91% active;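 active = inhibition above the screen-wide mean plus 3 SD, computed separately per campaign, cut at about 16% in these data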;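 note: 0% = DMSO wells and 100% = 60 µM geldanamycin wells; inhibitors lower the luminescence because luciferase stays unfolded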
# aSyn UTR inh: MLPCN primary screen, SNCA 5' untranslated region | alpha-synuclein 5'UTR reporter, inhibitor activity | 300,000 tested, 0.82% active | AID 1813 | inhibition, % (tested at 7.5 µM); in the data active = inhibition above about 60%; inconclusive = no clear call, values can overlap the other calls;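 note: H4 neuroglioblastoma cells stably carrying SNCA 5'UTR luciferase fusion; 0% = DMSO wells and 100% = positive control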
# SKKanGAS inh: SKKanGAS growth inhibition. 300,000 tested, 1.3% active. S. pyogenes SKKanGAS, kanamycin growth, BacTiter-Glo, 6 h. inhibition, % at 7.5 µM;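 active = mean replicate score, as percent of positive control median, at least 50; inconclusive = mean below 50 but one replicate at or above 50; inactive = mean and every replicate below 50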;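 note: strain carries kanamycin resistance gene driven by streptokinase promoter and grows in 40 µg/ml kanamycin; loss of luminescence reflects streptokinase promoter inhibition or plain growth inhibition; 0% = median of DMSO wells and 100% = positive control at its reference dose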
# HSF1 activator: increases HSF-1 driven luciferase reporter signal; NIH3T3-HGL HSF-1 luciferase reporter, MG132, 8 h; 100% = twice DMSO control signal; activation, % at 9 µM; 300,000 tested, 1.7% active; AID 504408;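 active = mean replicate activation of at least 50% with a set share of replicates each reaching 50%; inconclusive = only one of those two conditions met; inactive = mean below 50% and too few replicates reaching it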;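 note: 0% = median of the neutral control wells and 100% = twice that signal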
# HIF act: HIF pathway transcriptional activation. activation, % at 7.5 µM (by protocol). U2OS HRE-luciferase reporter, luminescence; normalized: DMSO 0%, desferrioxamine 100%. 300,000 tested, 0.32% active;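 active = mean activation of at least 10% of the iron chelator positive control signal, with at least half of replicates also reaching 10%; inconclusive = mean and replicate majority disagree about reaching 10%; inactive = mean and most replicates under 10%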
# Platelet DG rel: platelet dense granule release activity; human platelet-rich plasma, SFLLRN dense granule ATP release, luminescence; inhibition, %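 (compounds screened at 7.5 µM in platelet-rich plasma)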; 300,000 tested, 0.22% active; AID 1663;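 active = mean replicate score, as percent of positive control, at or above 50; inconclusive = mean below 50 but at least one replicate at or above 50; inactive = mean and every replicate below 50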
# * hit, by the source's call; ? = inconclusive; · = no result given.
SMILES,AI-2 QS mod,IEC-6 cytotox,KLF5 inh,HSF1 inh,HSP90 inh,aSyn UTR inh,SKKanGAS inh,HSF1 activator,HIF act,Platelet DG rel
NNC(=O)c1cc2sccc2s1,12,63*,22,-9,0,-80,32,-6,0.1,7
COc1cc(N2CCCC2)c(OC)cc1/C=C1/NC(=S)NC1=O,42,-4,11,-10,2,2,-1,0,-0.3,0
COc1cccc(-c2c(C#N)c(N)nc3c2c(=O)nc2sccn23)c1,15,-2,2,-4,0,-6,-6,-2,-0.4,-2
COCCCNC(=O)/C(C#N)=C/c1c(N2CCN(c3ccccc3)CC2)nc2c(C)cccn2c1=O,12,13,8,4,7,35,8,17,-0.2,12
O=C(COC(=O)c1cccc(S(=O)(=O)N2CCOCC2)c1)Nc1nc(-c2ccccc2Cl)cs1,14,-3,-25,5,-1,-29,16,20,1.2,-3
COc1ccc(C(=O)c2sc3nc(-c4ccc(OC)cc4)ccc3c2N)cc1,8,4,-67,15,-4,-57,-13,39,0.3,-5
Cc1ccccc1NC(=O)C1CCCN(S(=O)(=O)c2ccc3c(c2)C(C)(C)C(=O)N3C)C1 (stereo not given),2,-11,4,-4,3,-1,2,-7,-0.2,-8
CC(=O)Nc1ccc(S(=O)(=O)NCCC(=O)Nc2cccc(Cl)c2)cc1,14,5,-9,9,1,8,-13,8,-1.5,5
O=C(NCCc1ccc2c(c1)OCCO2)c1cc2ccccc2o1,213,1,-29,10,-1,-9,-5,14,0.3,6
CC(NC(=O)c1ccccc1NC(=O)CN1CCc2ccccc2C1)c1ccccc1 (stereo not given),6,3,-7,-3,3,16,11,1,0.1,5
COc1ccc(OC)c(NC(=O)COc2coc(CN3CCc4ccccc43)cc2=O)c1,14,·,·,-2,·,-1,-1,-1,-0.8,-3
CCOc1ccc(N(Cc2cc3ccc(C)cc3[nH]c2=O)S(C)(=O)=O)cc1,7,-1,-31,3,-2,-22,-7,25,-0.1,11
CC1C(=O)Nc2ccccc2N1C(=O)c1ccc(F)cc1 (stereo not given),5,6,-11,8,6,13,0,10,-0.2,-7
COC(=O)Cc1cc(=O)n(-c2nc3ccccc3[nH]2)[nH]1,37,-2,-22,-3,4,-7,-8,23,-0.3,0
CCc1cccc(OCC(=O)N(C)CC(=O)Nc2cccc(F)c2)c1,13,·,·,-9,·,-7,-2,-12,1.2,-6
COc1cc2cc(CN(Cc3nnnn3Cc3ccccc3)CC3CCCO3)c(=O)[nH]c2cc1OC (stereo not given),2,5,-4,7,2,11,-12,-6,-0.4,5
O=c1c2ccccc2nc(N/N=C/c2ccc(O)cc2)n1O,6,2,-22,-18,0,-44,15,22,0.5,25
COc1cccc(C(=O)NCC(=O)OCC(=O)C(C)(C)C)c1,10,4,-8,·,1,24,-8,·,-0.3,9
CCN1CCC(C(N)=O)CC1,22,-1,-4,-2,-4,-22,5,0,-0.1,5
O=C(Nc1ccc(Cl)cc1)N1CCOCC1,-8,2,-45,-5,-2,-11,1,19,1.3,4

# Taken from above:
# For AI-2 QS mod, COC(=O)Cc1cc(=O)n(-c2nc3ccccc3[nH]2)[nH]1 is entered as 37
# For SKKanGAS inh, COc1cccc(C(=O)NCC(=O)OCC(=O)C(C)(C)C)c1 is entered as -8
# For HSF1 activator, O=C(Nc1ccc(Cl)cc1)N1CCOCC1 is entered as 19

# (next part)
SMILES,AI-2 QS mod,IEC-6 cytotox,KLF5 inh,HSF1 inh,HSP90 inh,aSyn UTR inh,SKKanGAS inh,HSF1 activator,HIF act,Platelet DG rel
CC(=O)c1sc(NC(=O)C2(F)C(F)(F)C(F)(F)C(F)(F)C(F)(F)C2(F)F)nc1C,1,1,20,-3,-1,48,33,-18,·,15
Cc1cccc(NC(=S)N/N=C/c2ccc3c(c2)OCO3)c1,11,10,7,31,1,-41,-4,39,2.2,1
C=CCC(=O)N1CCCC(CCC(=O)NCc2ccccc2F)C1 (stereo not given),13,-5,-41,-12,-9,-12,-4,-2,0.2,2
Cc1ccc(N(CC(=O)NCc2cccs2)S(=O)(=O)c2cccs2)cc1,-4,0,-1,4,-3,15,2,22,0.7,-1
Cc1cc(C)c(C#N)c(N)n1,0,-3,-8,-5,0,2,-14,-3,-0.4,-4
CN(/N=C/C=C/c1ccccc1)c1cc(=O)n(C)c(=O)[nH]1,28,-10,-11,17,2,-65,5,48,-0.1,-9
O=C(CCCCCN1C(=O)c2ccccc2C1=O)Nc1nccs1,18,6,-24,·,2,6,·,·,0.4,1
CCOc1ccccc1NC(=O)C1CCCN(S(=O)(=O)c2ccc3c(c2)C(C)(C)C(=O)N3C)C1 (stereo not given),29,-8,-13,2,0,-4,1,6,-0.3,-10
CC(C)CCNC(=O)CSc1nc2ccsc2c(=O)n1NC(=O)c1ccccc1,28,-2,-9,-8,-4,-11,1,-9,0.5,-2
CS(=O)(=O)Cc1ccc(C(=O)NC2CCN(Cc3ccccc3)C2)cc1 (stereo not given),19,-6,-20,-1,0,-26,-1,6,0.1,5
CCOC(=O)c1ccc2ncc(C(=O)OCC)c(NCCN(C)C)c2c1,18,4,-15,5,-1,-2,-3,0,0.0,-16
NC(=S)NNC(=O)c1cc(C(F)(F)F)cc(C(F)(F)F)c1,20,3,-31,0,10,1,-7,-3,?,-2
CC(=O)NCCc1nc2ccccc2n1CCc1ccccc1,12,0,-9,-8,4,9,-3,-17,0.5,3
O=C(CCC(=O)OCC(F)(F)C(F)F)Nc1ccccc1F,14,-9,4,3,-2,22,3,11,-0.5,13
O=c1c([N+](=O)[O-])cc(C(F)(F)F)cn1Cc1cccc(Cl)c1,3,0,-18,12,0,17,-8,47,-0.4,4
Cn1c(/C=N/NC(=O)c2ccccc2)nc2ccccc21,23,14,-33,10,-3,-19,-8,28,1.6,-2
O=C1NN(c2ccc(F)cc2)C(=O)/C1=C/c1cccs1,28,4,-15,0,0,-8,5,9,-0.1,-4
CCn1c(SCC(=O)Nc2cc(C)on2)nnc1-c1c[nH]c2ccccc12,21,7,-37,-1,0,-32,1,3,0.0,1
CC(=O)Oc1ccc2nc(/C=C/c3ccccc3)oc(=O)c2c1,-12,0,-7,-32,-4,-18,6,-47,-0.2,14
C=CC(=O)N(CCC)C(c1ccccc1)c1ccccc1OC (stereo not given),0,·,·,-1,·,-16,-4,11,0.1,-1

# Already shown: entries from further up.
SMILES,AI-2 QS mod,IEC-6 cytotox,KLF5 inh,HSF1 inh,HSP90 inh,aSyn UTR inh,SKKanGAS inh,HSF1 activator,HIF act,Platelet DG rel
CCOC(=O)c1ccc2ncc(C(=O)OCC)c(NCCN(C)C)c2c1,18,4,-15,5,-1,-2,-3,0,0.0,-16
NC(=S)NNC(=O)c1cc(C(F)(F)F)cc(C(F)(F)F)c1,20,3,-31,0,10,1,-7,-3,?,-2
CC(=O)NCCc1nc2ccccc2n1CCc1ccccc1,12,0,-9,-8,4,9,-3,-17,0.5,3
O=C(CCC(=O)OCC(F)(F)C(F)F)Nc1ccccc1F,14,-9,4,3,-2,22,3,11,-0.5,13

# The main list resumes with the 5 entries that preceded the break.
SMILES,AI-2 QS mod,IEC-6 cytotox,KLF5 inh,HSF1 inh,HSP90 inh,aSyn UTR inh,SKKanGAS inh,HSF1 activator,HIF act,Platelet DG rel
Cn1c(/C=N/NC(=O)c2ccccc2)nc2ccccc21,23,14,-33,10,-3,-19,-8,28,1.6,-2
O=C1NN(c2ccc(F)cc2)C(=O)/C1=C/c1cccs1,28,4,-15,0,0,-8,5,9,-0.1,-4
CCn1c(SCC(=O)Nc2cc(C)on2)nnc1-c1c[nH]c2ccccc12,21,7,-37,-1,0,-32,1,3,0.0,1
CC(=O)Oc1ccc2nc(/C=C/c3ccccc3)oc(=O)c2c1,-12,0,-7,-32,-4,-18,6,-47,-0.2,14
C=CC(=O)N(CCC)C(c1ccccc1)c1ccccc1OC (stereo not given),0,·,·,-1,·,-16,-4,11,0.1,-1
CC(=O)OC1COC(N2CCc3ccccc32)C(OC(C)=O)C1OC(C)=O (stereo not given),8,-6,-19,-5,-5,-52,-3,3,0.3,-20
O=C(NNC1CC(=O)N(c2ccc(Cl)cc2)C1=O)c1ccccc1Cl (stereo not given),8,0,5,-4,3,-3,-2,2,-0.1,9
Clc1cccc(NCc2cn3cccnc3n2)c1,27,1,-39,6,-2,-2,1,12,0.2,-11
CCn1cc(CCC(=O)O)c(C)n1,33,-2,-35,-4,-1,-3,-6,-6,-0.6,6
Cc1ccc(C)c(N2CCN(C(=O)c3cc4ccccn4n3)CC2)c1,45,7,-36,6,2,-8,0,2,-0.2,6
CCOC(=O)C(NC(=O)CC)(Nc1sc(C)c(CC)c1C#N)C(F)(F)F (stereo not given),11,-3,-23,-6,5,-17,-12,-4,0.3,-48
CCOc1cccc(C(=O)N/N=C/c2coc3ccccc3c2=O)c1,19,10,-28,1,0,11,2,44,0.5,-11
CN(C)Cc1ccccc1C1(O)c2ccccc2CSc2ccccc21 (stereo not given),17,6,0,-2,3,22,-7,4,-0.3,1
O=C(NCCN1CCCCC1)Nc1ccc(Cl)cc1,5,1,-3,-6,1,-11,0,-10,0.8,5
CC1CCN(C(=S)Nc2ccc(SC(F)F)cc2)CC1,36,-5,-47,27,-1,-143,3,16,1.9,-4
COc1ccc(CN2CCN(c3ncccn3)CC2)c(OC)c1,11,0,-17,-15,4,10,4,-9,-0.1,-5
C1CN(CCN2CCOCC2)CCN1,9,-4,-19,1,-2,2,1,4,-0.5,1
CCOC(=O)c1cnc2c(C)c(Cl)ccc2c1NCCCN1CCOCC1,7,3,-23,5,-2,-27,-3,25,1.6,-2
COC(=O)C1=CN(Cc2ccccc2)C=C(C(=O)OC)C1c1ccc(OC)c(OC)c1,·,-2,-36,-3,5,6,-3,13,0.9,1
CC1CCCCN1CCCNC(=O)c1ccc(Br)cc1 (stereo not given),6,1,-23,-4,-2,-4,-6,-20,0.1,-2
CCOC(=O)C1=C(C)Nc2nc(SCC)nn2C1c1ccc(OC)cc1 (stereo not given),14,1,-23,-3,3,23,6,-1,-0.8,1
CN(CC(=O)Nc1ccccc1Oc1ccccc1)Cc1ccccc1F,11,-11,-19,-5,3,28,3,1,129*,0
Cn1ccnc1COc1ccc(/C=N/O)cc1,-1,4,-34,-6,-6,5,4,-3,1.7,0
COc1ccc2c3c(cccc13)OC2=O,24,2,-16,-6,-3,2,-3,-11,-0.3,-2
COCC(C)n1c(SCC(=O)NNC(=O)c2ccc(F)cc2)nc2ccccc2c1=O (stereo not given),-5,-4,-29,-4,1,-12,-4,-5,-0.3,-5
